Source: PubChem BioAssay (Sanford-Burnham Center for Chemical Genomics)
NadD inh – blocks S. aureus nicotinate mononucleotide adenylyltransferase; purified NadD enzyme, colorimetric absorbance read-out; inhibition, % at 20 µM; 0.78% of 360,000 active; in the data active = inhibition above about 26%; also: some compounds past the cut are filed as inactive
SKN-1 block – C. elegans SKN-1 inhibition; 0.49% of 360,000 active; inhibition, % at 21.8 µM; C. elegans VP596 Pgst-4::GFP/RFP ratio, acrylamide-induced, 24 h;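 active = interference check ratio from 0.5 to 1.5 plus GFP to RFP signal ratio inhibition reaching or exceeding a fixed threshold, cut at about 30% in these data, passing the limit was not always enough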; also: some compounds called inactive have numbers as strong as hits
Scp1 inh – blocks human Scp-1 phosphatase activity; Q9GZU7; Recombinant Scp1, phosphopeptide, malachite green phosphate absorbance; inhibition, % at 20 µM; 0.88% of 340,000 active;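 active = inhibition above about 50% at 20 µM, limit read from the data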;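 also: plate controls were DMSO wells with enzyme for no effect and wells lacking enzyme for full effect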
Target sequence (Q9GZU7 76-261 limits assumed): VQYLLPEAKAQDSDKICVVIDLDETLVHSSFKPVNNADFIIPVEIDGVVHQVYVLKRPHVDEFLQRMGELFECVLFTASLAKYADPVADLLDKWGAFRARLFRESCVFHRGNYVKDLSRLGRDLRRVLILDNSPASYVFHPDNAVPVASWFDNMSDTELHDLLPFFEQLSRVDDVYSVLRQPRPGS
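Assay system: SCP-1 catalytic fragment, aa 76-261 | Buffer or medium: Tris acetate buffer pH 5.5 with MgCl2 and Tween-20 | Compound: One concentration, 20 µM, with 1.0% DMSO | Also added: Phospho 17-mer peptide substrate | Signal: Absorbance at 630 nm | Incubation: 45 min enzyme reaction at room temperature | Measure: % inhibition of SCP-1 phosphate liberation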
STEP block – STEP (human) phosphatase inhibition | recombinant STEP, OMFP fluorogenic substrate, fluorescence | inhibition, % at 20 µM | 0.25% of 360,000 active;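 active = inhibition at 20 µM, scaled per plate between control wells, above about 37%, limit read from the data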;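 also: 0% = DMSO with enzyme and substrate and 100% = substrate only without enzyme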
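System: STEP phosphatase, cell-free reaction; Buffer or medium: Bis-Tris pH 6.0 buffer with DTT, detergent; Incubation: 20 min at room temperature, dark; Measured by: fluorescence, 480/540 nm.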
CendR NRP1 mod – modulators of CendR peptide binding to human neuropilin-1 | FAM-RPARPAR peptide binding to NRP-1, fluorescence polarization | inhibition, % at 25 µM | 0.85% of 360,000 active | AID 602438;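 active = inhibition or corrected inhibition above about 18%, plus a signal ratio from 0.5 to 1.5, limit read from the data, passing the limit was not always enough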; also: strong numbers were not always called active
Target sequence (O14786 whole entry, looked up): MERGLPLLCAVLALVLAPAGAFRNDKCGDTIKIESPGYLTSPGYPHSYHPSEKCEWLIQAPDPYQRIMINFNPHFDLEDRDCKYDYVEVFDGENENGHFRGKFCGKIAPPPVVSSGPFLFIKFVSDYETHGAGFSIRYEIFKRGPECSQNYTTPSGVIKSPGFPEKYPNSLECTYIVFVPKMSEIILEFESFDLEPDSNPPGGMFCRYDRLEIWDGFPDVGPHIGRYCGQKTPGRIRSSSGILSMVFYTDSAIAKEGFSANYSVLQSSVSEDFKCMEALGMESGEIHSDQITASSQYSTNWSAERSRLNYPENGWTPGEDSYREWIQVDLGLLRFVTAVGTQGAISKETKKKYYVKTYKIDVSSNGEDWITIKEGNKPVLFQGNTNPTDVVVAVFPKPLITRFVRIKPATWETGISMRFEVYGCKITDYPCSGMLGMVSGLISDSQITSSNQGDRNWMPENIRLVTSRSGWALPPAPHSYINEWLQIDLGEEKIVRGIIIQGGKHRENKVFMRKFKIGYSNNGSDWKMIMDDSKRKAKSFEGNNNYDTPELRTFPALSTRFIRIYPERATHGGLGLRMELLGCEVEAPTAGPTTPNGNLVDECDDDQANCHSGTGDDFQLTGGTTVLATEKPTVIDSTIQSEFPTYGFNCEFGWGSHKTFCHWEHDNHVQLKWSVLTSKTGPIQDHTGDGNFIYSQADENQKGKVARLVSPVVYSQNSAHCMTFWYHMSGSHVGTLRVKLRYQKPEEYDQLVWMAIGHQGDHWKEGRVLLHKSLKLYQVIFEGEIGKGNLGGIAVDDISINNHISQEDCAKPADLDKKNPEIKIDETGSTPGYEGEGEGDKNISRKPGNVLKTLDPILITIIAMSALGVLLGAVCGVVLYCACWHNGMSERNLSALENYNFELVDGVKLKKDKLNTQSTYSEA
Rpn11 inh – blocks the human proteasome subunit Rpn11; human 26S proteasome, Ub4-pepOG fluorescence polarization; 20S core pre-blocked with epoxomicin; O00487; AID 588493; 0.59% of 360,000 active; calls only at 20 µM;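 active = inhibition at 20 µM, scaled to each plate's controls, above about 33%, limit read from the data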
MT1-MMP act inh – inhibitors of human MT1-MMP activation | P50281 | HT1080 RFP-PRO-GFP cells, GFP/RFP ratio fluorescence, overnight; percent of plate control window, DMSO zero | GFP/RFP ratio change, % at 20 µM | 0.061% of 360,000 active | AID 651647;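 active = GFP/RFP ratio change of at least 30% with cell ATP level not reduced by more than half and red fluorescence within 50% of control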; also: strong numbers were not always called active
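system = RFP-PRO-GFP reporter HT1080 cells | dosing = 20 µM single dose, 1% DMSO | timing = overnight cell settling, then overnight compound exposure, 37 °C, 5% CO2 | read-out basis = GFP/RFP fluorescence ratio | controls = DMSO and RFP-L50D-GFP cell wells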
LMPTP block – blocks human LMPTP phosphatase. recombinant LMPTP-A, OMFP fluorogenic substrate, fluorescence intensity. inhibition, % at 20 µM. 0.22% of 360,000 active. AID 651560;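 active = compounds that cut the enzyme signal by at least half of the control window in the single-dose screen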;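 also: plate controls were DMSO wells with enzyme plus substrate for no effect and substrate without enzyme for full effect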
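material = LMPTP-A | quantity = 0.625 nM enzyme | reagent = OMFP substrate, 400 µM final | buffer or medium = Bis-Tris pH 6.0, DTT, detergent | detection = endpoint fluorescence intensity from OMFP dephosphorylation | dosing = single 20 µM dose | read-out basis = % inhibition relative to no-enzyme and uninhibited control wells | control set = no-enzyme and uninhibited controls | timing = 50 min at room temperature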
SUMO1-SIM PPI – alters human SUMO1 binding to SIM partners. AID 602429. P63165. SUMO1 binding to a labelled peptide, TR-FRET, 1 h. 0.33% of 360,000 active. inhibition, % at 20 µM; in the data active = inhibition above about 37%
DNMT1 inh – blocks human DNA methyltransferase DNMT1. P26358. DNMT1 molecular beacon, Hinp1I cleavage, fluorescence. inhibition (reported as % activation of signal), % at 10 µM. 0.83% of 360,000 active; in the data active = inhibition above about 50%
Active calls of the source: *; i = inactive; x = not tested or not shown; + = active, no number.

Molecule,NadD inh,SKN-1 block,Scp1 inh,STEP block,CendR NRP1 mod,Rpn11 inh,MT1-MMP act inh,LMPTP block,SUMO1-SIM PPI,DNMT1 inh
Cc1ccc(CNC(=O)COC(=O)c2cnccn2)cc1,1,7,-5,-2,13,i,-5,-0.1,-2,-1
CCC1=Nc2cc(C(=O)NCc3cccnc3)ccc2Sc2ccc(C)cc21,4,-9,8,3,10,i,-3,0.9,-2,-15
COc1cccc(-c2nn(C)c3sc(C(=O)NCCCN(C)Cc4ccccc4)cc23)c1,-9,2,-5,-2,0,+,-1,2.1,8,-2
Cc1ccc(C(=O)NC(=S)NNC(=O)CCN2CCOCC2)cc1,2,-11,0,-1,4,i,2,-2.0,0,1
CC(=O)N1c2ccccc2C(C)(C)C2CCC(C)CC21 (stereo not drawn),-3,1,2,0,17,i,-1,0.1,-1,0
CC(=O)OCC=C1CCC2C3CC(C)C4=CC(=O)CCC4(C)C3C(O)CC12C (stereo not drawn),-1,9,-5,-3,-17,i,x,0.9,2,-8
Cc1ccc(S(=O)(=O)N2CCC(C)CC2)cc1[N+](=O)[O-],-3,-1,4,-2,1,i,-3,-0.1,-1,0
CN(Cc1ccccc1)C(=O)[C@@H]1CCCN1C(=O)[C@@H]1CCCN1C(=O)c1cccs1,1,8,x,x,10,x,1,-1.7,1,x
CC(C)(C)C(=O)Nc1ccc(C(=O)Nc2cccnc2)cc1,-5,11,-11,1,-7,i,6,-0.6,0,-1
CCNC(=S)Nc1ccc2c(c1)c(=O)n(C)n2CC=C(C)C,1,8,x,2,-10,i,-2,-0.8,1,-8
CSCCC(NC(=O)c1ccccc1)C(=O)NCCc1ccccc1 (stereo not drawn),-8,-4,-10,0,0,i,-4,1.9,-5,2
O=C(NC1CCCCC1)c1ccc2c(c1)OCCO2,-2,11,-5,-2,0,i,1,0.2,5,0

Next part
Molecule,NadD inh,SKN-1 block,Scp1 inh,STEP block,CendR NRP1 mod,Rpn11 inh,MT1-MMP act inh,LMPTP block,SUMO1-SIM PPI,DNMT1 inh
CCc1noc(C)c1C(=O)N1CCCSC1=Nc1ccccc1OC,-3,11,-1,0,11,i,0,0.3,-1,0
Cc1ncc(CO)c(CO)c1O,0,6,-12,-2,-9,i,2,-0.4,6,0
COc1ccc(Cl)cc1NC(=O)CCCNC(=O)c1ccc(Cl)cc1,-9,10,-13,-4,3,+,-2,0.0,1,-5
Cc1cccn2c(=O)c(C=O)c(N3CCCCC3)nc12,2,-2,-1,1,2,i,-1,1.7,-6,1
CCN1C(=O)C(CC(=O)Nc2ccc(C)cc2C)Nc2cc(S(=O)(=O)N(C)C)ccc21 (stereo not drawn),-7,-2,-13,-3,0,i,4,0.4,-2,-5
Cc1ccc(CN=Cc2[nH]c3ccc(Br)c(Cl)c3c2O)cc1,8,2,-8,1,95,i,-54,0.9,5,-7
CC(C)CNS(=O)(=O)c1cc(C(=O)OCC(=O)N2CCOCC2)c(Cl)cc1Cl,-3,19,-3,0,7,i,2,-0.6,1,0
O=C(CSC1=Nc2ccccc2C2=NC(c3ccccc3)C(=O)N12)NC1CCCCC1 (stereo not drawn),0,4,4,-2,-3,i,-3,-0.7,0,18
O=S(=O)(NCCc1ccccn1)c1cccs1,-1,-3,-2,0,10,i,-5,-1.3,1,-1
CCC(OC(=O)c1cccs1)C(=O)NCc1ccc2c(c1)OCO2 (stereo not drawn),5,-12,-1,0,-9,i,2,0.1,-2,1
CC(NC(=O)COC(=O)c1ccc([N+](=O)[O-])s1)c1ccccc1 (stereo not drawn),1,-10,-8,2,-21,i,3,0.1,1,-10
COc1cccc(C2N(c3ccccc3)CCN2c2ccccc2)c1OC,-4,-5,9,-12,-5,i,0,-0.2,-4,0

(cont.)
Molecule,NadD inh,SKN-1 block,Scp1 inh,STEP block,CendR NRP1 mod,Rpn11 inh,MT1-MMP act inh,LMPTP block,SUMO1-SIM PPI,DNMT1 inh
CCCCOC(=O)C(C)Sc1n[nH]c(=O)[nH]c1=O (stereo not drawn),1,12,-7,2,3,i,1,-0.9,-2,3
O=S(Cc1ccc(Cl)cc1)CC(O)COCc1ccc(Cl)cc1 (stereo not drawn),0,-6,-1,-1,-5,i,4,-0.2,1,1
CCOC(=O)N1CCC(NC(=O)C2CCCN(Cc3nc(-c4ccc(CC)cc4)oc3C)C2)CC1 (stereo not drawn),-4,13,3,-1,-4,i,-1,0.4,1,5
O=c1oc(CCCO)cc2ccc(C#Cc3ccsc3)cc12,-9,20,-8,0,21,i,6,1.6,22,-9
COc1ccc(C(C)=O)c(Oc2cc(NN3CCCCC3)c([N+](=O)[O-])cc2[N+](=O)[O-])c1,2,-7,1,2,4,i,-7,1.7,-5,6
C#CCOCCOCCOCCNc1nc(N2CCN(C(=O)C([C@@H](C)CC)n3cc(C(N)Cc4ccc(O)cc4)nn3)CC2)nc(N2CCN(C(=O)[C@H](CCC(=O)O)n3cc(C(N)CO)nn3)CC2)n1 (stereo partly drawn),-5,-2,-2,-3,13,i,3,-0.2,-1,8
O=C1CC(N2CCN(c3ccc(F)cc3)CC2)C(=O)N1c1ccc(F)cc1 (stereo not drawn),0,10,-5,-2,16,i,2,-0.4,0,-2
O=C(NC1CCCCC1)C1c2ccccc2OCC(=O)N1Cc1ccccn1 (stereo not drawn),5,9,x,x,-12,x,3,-1.2,1,x
COc1ccc(Cc2noc(-c3ccc([N+](=O)[O-])cc3)n2)cc1OC,-2,-7,-15,-1,3,i,2,-0.5,-36,-4
Cc1nn(CCCC(=O)Nc2cnn(Cc3ccc(F)cc3)c2)c(C)c1[N+](=O)[O-],-2,-13,-7,0,2,i,-4,-1.3,2,4
CCOc1ccc(NC(=O)C2CCCN2S(=O)(=O)c2ccc3c(c2)C(C)(C)C(=O)N3C)cc1 (stereo not drawn),1,-2,0,0,3,i,0,-0.7,4,1
Cc1nc(N)sc1C(=O)N/N=C/c1ccccc1[N+](=O)[O-],2,-7,x,-1,15,i,-3,6.3,-10,14

(next part)
Molecule,NadD inh,SKN-1 block,Scp1 inh,STEP block,CendR NRP1 mod,Rpn11 inh,MT1-MMP act inh,LMPTP block,SUMO1-SIM PPI,DNMT1 inh
C[C@H](CO)N1C[C@H](C)[C@@H](CN(C)C(=O)Nc2ccc3c(c2)OCO3)Oc2ccc(NC(=O)Nc3ccc4c(c3)OCO4)cc2C1=O,7,4,8,-3,5,i,5,0.1,-1,-5
Cc1ccc(S(=O)(=O)/N=C(/Nc2c(C)cccc2C)c2ccccc2)cc1,0,-6,0,2,10,i,2,-0.2,3,-4
Cc1nc(N2CCN(Cc3ccc4c(c3)OCO4)CC2)c2cc(-c3ccccc3)sc2n1,14,22,11,4,-2,i,0,12,2,-6
COc1ccc(S(=O)(=O)NNC(=O)C23CC4CC(CC(C4)C2)C3)cc1[N+](=O)[O-],-8,-4,-4,-1,0,i,3,0.8,-11,-3
CN(CC(=O)Nc1ccc(F)cc1)C(=O)C1CC(=O)N(Cc2ccccc2)C1 (stereo not drawn),8,15,1,-1,1,i,3,-9.5,-52,-3
O=C1N(c2ccccc2)C[C@@H]2C[C@@H](c3cccc4c3OCO4)N3CCC[C@@]123,7,2,-7,1,-6,i,-1,-1.2,1,-3
NN=C(c1cccc([N+](=O)[O-])c1)c1cccc([N+](=O)[O-])c1,6,21,0,1,12,i,6,-0.9,-8,-1
O=C(COc1ncnc2ccc(Br)cc12)NCc1ccc2c(c1)OCO2,2,-1,-2,1,-10,i,-1,0.3,-17,-3
O=C(Cn1cnc2c(OCc3ccccc3)ncnc21)NCCCc1ccccc1,-5,2,4,-1,4,i,3,-0.6,-4,-1
CCc1nnc(NC(=O)COc2ccc([N+](=O)[O-])cc2)s1,-3,-5,-4,1,-7,i,0,0.6,-11,-1
COc1ccc(-n2c(Cc3cccn3C)nnc2SCC(=O)Nc2ccc3c(c2)OCCO3)cc1,3,-3,-4,-1,2,i,4,1.3,3,-3
O=C(O)/C=C/c1cnc2ccccc2c1,-1,-8,55*,0,-7,i,2,-0.3,-4,2

Additional records:
Molecule,NadD inh,SKN-1 block,Scp1 inh,STEP block,CendR NRP1 mod,Rpn11 inh,MT1-MMP act inh,LMPTP block,SUMO1-SIM PPI,DNMT1 inh
COc1ccc(CCNC(=O)COC(=O)c2cc(S(=O)(=O)N3CCCC3)ccc2O)cc1,-1,-17,0,-1,-1,i,0,-1.7,0,0
Fc1ccc(-n2cc(CNCCc3ccccn3)c(-c3ccccc3Cl)n2)cc1,-9,-12,-2,2,-4,i,-2,-0.4,4,-2
Cc1ccccc1CN1CCN(C(=O)c2cc(-c3ccncc3)nc3ccccc23)CC1,0,13,-10,-1,2,i,-4,1.5,-17,-6
CN1C(=O)/C(=N\OC(=O)c2cccc3ccccc23)c2ccccc21,1,0,-14,4,-1,i,-5,2.2,-13,5
Cc1oc(-c2ccccc2F)nc1CN1CCC(C(=O)NCc2cccnc2)CC1,0,8,-5,2,-7,i,-1,-1.5,-1,-7
Cc1ccc(C)c(NC(=O)Cn2nc(-c3ccccc3)nc2-c2ccccc2)c1,8,21,-3,1,5,i,4,0.4,-2,26
CCCCN1CC(C)(C)[C@H](CC(=O)Nc2ccc(Br)cc2)C1=O,4,13,x,0,1,i,-1,-0.7,1,1
COc1ccc(/C=N/Nc2cc(N3CCCC3)nc(N3CCCC3)n2)cc1,14,13,-4,7,6,i,-23,23,3,58*
COc1cccc2c1OCC(C(=O)NCc1ccc(Cl)cc1Cl)=C2,-5,6,-9,0,-9,i,-1,1.6,-12,-7
CCOc1ccc(-c2nn(-c3ccccc3)cc2/C=C2\SC(=S)N(C3CCS(=O)(=O)C3)C2=O)cc1 (stereo not drawn),22,-18,-7,-3,20,i,-28,0.5,-2,0
Cc1cc(NS(=O)(=O)c2ccccc2)cc(Cl)c1O,0,-14,-14,4,-13,i,0,-1.0,-3,-2
CCCN1CCN(CCCNC(=O)Cn2nc(-c3ccc(C)cc3)ccc2=O)CC1,4,4,32,-1,6,i,4,-2.9,-14,-1
COC(=O)C1=C(C(=O)OC)[C@@H]2N(C)c3ccc(OC)cc3[C@@]23C[C@@H](C(=O)OC)N(C(=O)NC2CCCCC2)C3=N1,1,-3,11,0,13,i,2,1.4,1,-2
Cn1c(=O)c2c(nc(NCCO)n2CCc2ccccc2)n(C)c1=O,6,8,-4,-2,0,i,2,-0.5,-5,0

Entries listed so far containing a COOH group (2):
Molecule,NadD inh,SKN-1 block,Scp1 inh,STEP block,CendR NRP1 mod,Rpn11 inh,MT1-MMP act inh,LMPTP block,SUMO1-SIM PPI,DNMT1 inh
C#CCOCCOCCOCCNc1nc(N2CCN(C(=O)C([C@@H](C)CC)n3cc(C(N)Cc4ccc(O)cc4)nn3)CC2)nc(N2CCN(C(=O)[C@H](CCC(=O)O)n3cc(C(N)CO)nn3)CC2)n1 (stereo partly drawn),-5,-2,-2,-3,13,i,3,-0.2,-1,8
O=C(O)/C=C/c1cnc2ccccc2c1,-1,-8,55*,0,-7,i,2,-0.3,-4,2
